Bioassay records deposited in PubChem by National Center for Advancing Translational Sciences (NCATS).
Lamin A splicing – qHTS Assay for Modulators of Lamin A Splicing; HeLa LMNA splicing GFP/RFP minigene ratio, 48 h; Potency, µM (doses to about 46.1 µM), without a hit: top-dose ratio change, negative = inhibition, actives largely listed as inhibitors; hit rate 0.01% among 200,000; active = well fitted inhibition curve with a large enough effect in the signal ratio, with a control signal flat, not every such curve was filed as active; inconclusive = small, poorly fitted or top-dose-only effect, or effect the other way, or a change in a side signal; the % refers to the signal ratio; note: % is set by controls: 0 for no effect and ±100 for the full control effect
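S3 HeLa cells stably expressing lamin A-EGFP splicing minigene plus DsRed2, 600 cells/well, 48 h compound exposure at 37C. Laser-scanning cytometry; analysed as GFP (500-530 nm)/RFP (575-640 nm) total intensity ratio; 0.5% DMSO vehicle.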
ALDH1A1 block – qHTS Assay for Inhibitors of Aldehyde Dehydrogenase 1 (ALDH1A1). hit rate 7.3% among 220,000. Purified ALDH1A1, NADH fluorescence, propionaldehyde substrate. Potency, µM (series often up to 75.3 µM), inactives show top-dose activity, negative = inhibition, usual class: inhibitors. Aldehyde dehydrogenase 1A1 (Homo sapiens), P00352; active = well fitted inhibition curve with a large enough effect, not every such curve was filed as active; inconclusive = small, poorly fitted or top-dose-only effect, or another doubt; inactive = no such curve, though single readings can be large or run the other way;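 note: plate controls were no enzyme wells and a reference inhibitor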
GoLoco inh red – qHTS Assay for Inhibitors of RGS12 GoLoco Motif Activity (Red Fluorophore) | hit rate 0.44% among 230,000 | Gai1:RGS12 GoLoco peptide FP, rhodamine, 10 min | Guanine nucleotide-binding protein G(i) subunit alpha-1 (Homo sapiens), P63096 | AID 880, 2007 | Potency, µM (highest dose often 61.6 µM), for the others: top-dose activity, negative = inhibition, actives largely listed as inhibitors; active = well fitted inhibition curve with a large enough effect, not every such curve was filed as active; inactive = no such curve, though single readings can be large or run the other way; note: % is set by controls: 0 for no effect and ±100 for the full control effect; nearly all actives have a fitted effect of over 30% in size; many of its hits are not listed in these tables
Target sequence (P63096 whole entry, looked up): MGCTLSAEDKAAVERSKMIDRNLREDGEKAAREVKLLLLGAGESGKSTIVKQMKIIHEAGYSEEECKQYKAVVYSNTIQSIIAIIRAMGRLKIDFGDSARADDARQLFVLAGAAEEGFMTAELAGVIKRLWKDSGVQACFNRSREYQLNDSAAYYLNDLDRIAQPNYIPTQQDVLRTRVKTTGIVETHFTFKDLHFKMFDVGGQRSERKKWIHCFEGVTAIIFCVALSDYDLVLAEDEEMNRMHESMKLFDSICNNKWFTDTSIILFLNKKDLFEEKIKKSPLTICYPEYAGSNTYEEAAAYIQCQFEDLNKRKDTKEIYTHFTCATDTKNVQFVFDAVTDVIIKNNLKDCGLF
TR SRC2 fluor cs – Total Fluorescence Counterscreen for Inhibitors of the Interaction of Thyroid Hormone Receptor and Steroid Receptor Coregulator 2 | TRb/SRC2 Texas Red total fluorescence interference | Potency, µM (doses to about 106 µM), for inactives: at the highest dose fluorescence change, negative = quenching | hit rate 0.29% among 280,000; active = well fitted curve in either direction with a large enough effect; inconclusive = small, poorly fitted or top-dose-only effect; note: % is set by controls: 0 for no effect and ±100 for the full control effect
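Human TRb ligand-binding domain at 0.6 uM with 20 nM Texas Red SRC2 peptide in Tris buffer containing 1 uM T3 and 5% DMSO, incubated with compound 5 h at ambient temperature. Total fluorescence (555/632 nm) calculated as parallel + 2 × perpendicular.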
SMN2 splice enh – qHTS Assay for Enhancers of SMN2 Splice Variant Expression. HEK293 SMN2-luciferase splicing reporter, luminescence, 30-36 h. Potency, µM (doses to about 46.1 µM), without a hit: at the highest dose activity change, positive = activation, usual class: activators. hit rate 2.8% among 210,000. AID 1458, 2008; note: % of control where 0% means no effect; nearly all actives have a fitted effect of over 55% in size
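HEK293 cells carry an SMN2 […]–luciferase reporter in which exon 7 inclusion puts luciferase in frame. Cells were plated 10-12 h before compound addition, then incubated 30-36 h at 37C. ONE-Glo luminescence was read; sodium butyrate at 4.5 mM final served as control.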
JMJD2E inh – qHTS Assay for Inhibitors of Human Jumonji Domain Containing 2E (JMJD2E). Lysine-specific demethylase 4E (Homo sapiens), B2RXH2. JMJD2E catalytic domain, FDH-coupled NADH fluorescence (FDH is formaldehyde dehydrogenase). Potency, µM (series often up to 57.1 µM), for the others: top-dose activity change, negative = inhibition, hits mostly inhibitors. hit rate 1.6% among 230,000; active = well fitted inhibition curve with a large enough effect, not every such curve was filed as active; inconclusive = small, poorly fitted or top-dose-only effect, or another doubt; inactive = no such curve, though single readings can be large or run the other way;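 note: 0% = wells with enzyme and -100% = buffer wells without enzyme; nearly all actives have a fitted effect of over 50% in size; many of its hits are not listed in these tables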
Target sequence (B2RXH2 1-337 limits assumed): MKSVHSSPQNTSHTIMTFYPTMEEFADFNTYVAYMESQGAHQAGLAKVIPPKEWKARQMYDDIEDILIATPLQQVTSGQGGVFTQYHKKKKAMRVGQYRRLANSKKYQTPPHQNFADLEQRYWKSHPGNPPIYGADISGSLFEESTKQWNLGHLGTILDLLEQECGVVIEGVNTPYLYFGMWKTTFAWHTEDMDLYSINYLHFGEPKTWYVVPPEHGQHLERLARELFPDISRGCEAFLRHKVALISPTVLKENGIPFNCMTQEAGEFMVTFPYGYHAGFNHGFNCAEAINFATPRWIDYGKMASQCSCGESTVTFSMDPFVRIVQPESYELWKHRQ
RECQ1 helicase – qHTS Assay for Inhibitors of RecQ-Like Dna Helicase 1 (RECQ1); ATP-dependent DNA helicase Q1 (Homo sapiens), P46063; RECQ1 DNA unwinding, red fluorescence kinetic read; hit rate 0.54% among 240,000; Potency, µM (top dose mostly 57.3 µM), for the others: at the top dose activity, negative = inhibition, actives largely listed as inhibitors;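 note: plate controls were vehicle for no effect and no enzyme for full effect; nearly all actives have a fitted effect of over 30% in size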
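50 nM RECQ1T1 preincubated 15 min with compound in Tris pH 8.0 buffer with MgCl2, DTT, Tween-20 and 2.5 ug/ml poly(dI-dC); started with 200 nM TAMRA/BHQ-2 forked duplex and 2 mM ATP. Unwinding read as fluorescence (525/598 nm), two reads 2 h apart.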
TRb SRC2 PPI – qHTS for Inhibitors of the Interaction of Thyroid Hormone Receptor and Steroid Receptor Coregulator 2; Thyroid hormone receptor beta (Homo sapiens), P10828; TRbeta-SRC2 peptide binding, fluorescence polarization; receptor liganded with 1 µM T3; Potency, µM (top dose mostly 106 µM), without a hit: at the highest dose activity change, negative = inhibition, hits mostly inhibitors; hit rate 0.065% among 280,000; AID 1469, 2008;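 note: plate controls were bound peptide for no effect and peptide without receptor for full effect; nearly all actives have a fitted effect of over 50% in size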
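Human TRb LBD (0.6 uM) plus Texas Red-labeled SRC2 peptide (20 nM), 1uM T3, 5% DMSO, 5 hr at ambient temperature. Decreased polarization (555/632 nm) flags inhibition; data normalized to free and bound peptide controls.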
Starred values were filed as active, the others as inactive; i = inactive; ? = inconclusive; nt = not tested or not shown; & = joins results of further samples; [ ] = remark or other dose. Unless noted, calls come from the whole dose curve; as a rule, active = well fitted curve in the direction sought with a large enough effect; inconclusive = small, poorly fitted or top-dose-only effect, or another doubt; inactive = no such curve, though single readings can be large; an effect the other way counts as inactive or inconclusive. Potency is the fitted concentration of half-maximal effect. This is a subset. The share of hits here may be higher or lower than overall.

Each structure is followed by: Lamin A splicing | ALDH1A1 block | GoLoco inh red | TR SRC2 fluor cs | SMN2 splice enh | JMJD2E inh | RECQ1 helicase | TRb SRC2 PPI
1: C=CCNc1sc(C(=O)c2cccs2)c(N)c1C#N
    -7% | ? | 7% | -2% | -11% | 4% | -1% | 6%
2: Cc1cc(C)nc(N/C(=N\S(=O)(=O)Cc2ccccc2)Nc2ccccc2Br)n1
    ? | ? | 9% | -5% | ? | 1% | i | -1%
3: CNc1nc(C)nc(-n2nc(C)cc2C)n1
    4% | 7% | 4% | -3% | 3% | 1% | -4% | -3%
4: O=C(CSc1nnc(CNC(=O)c2ccco2)o1)Nc1ccccc1
    8%[9.22 µM] | 7% | -5% | 1% | -24% | 0% | i | -2%
5: c1csc(-c2nnsc2-c2nc3ccccc3[nH]2)c1
    ? | 10µM* | 15% | 0% | -20% | -28% | -11% | 0%
6: CC(=O)c1c(NCCc2ccccc2)nc(=S)n(-c2ccccc2)c1C
    -21%[46 µM] | -6% | 7% | -1% | -1% | -3% | 0% | -1%
7: CCCNC(=O)/C=C/c1ccc(S(=O)(=O)Nc2ccccc2OC)cc1
    -5%[46 µM] | 1% | 9% | 4% | -4% | -4% | -6% | -1%
8: CO
    -10% | -7% | 3% | 0% | 3% | nt | 9% | -5%
9: O=C(/C=C/c1cccc(Cl)c1)N1CCC(Cc2ccccc2)CC1
    ? | ? | 8% | 0% | 23% | 2% | -5% | -8%
10: Cc1onc(-c2c(F)cccc2Cl)c1C(=O)N1CCCc2ccccc21
    ? | 7% | 8% | -2% | -4% | -2% | 0% | -1%
11: N#Cc1ccc(C(=O)Nc2nnc(-c3ccco3)o2)cc1
    -5%[46 µM] | 5% | 11% | -1% | -29% | -14% | -3% | 6%
12: COc1ccc(S(=O)(=O)N(CC(=O)NCc2ccco2)c2ccccc2)cc1OC
    -7% | -13% | 2% | 2% | 14% | -6% | -5% | -3%
13: Cc1ccccc1N1CCN(c2ncnc3scc(-c4cccs4)c23)CC1
    14% | -3% | 3% | -3% | -28% | ? | -8% | 2%
14: CCOC(=O)C1(C)C=C(Nc2ccc(O)cc2)C(=O)N1c1ccc(O)cc1 (configuration not stated)
    ? | 3.5µM* | -16% | -1% | 3% | 0% | i | 5%
15: Cc1cc(C)c(C(=O)CSc2nnc(N)s2)c(C)c1
    nt | 11% | 0% | -1% | 18% | -6% | -13% | 1%
16: COc1ccc(-c2cc(C(=O)Nc3c(C)nn(Cc4ccc(Cl)cc4)c3C)no2)cc1
    1% | 2% | 11% | 0% | -34%[inhibitor] | -2% | -2% | 15%
17: CC(=O)N(CC(C)(C)CC=C(C)C)c1ccccc1
    1% | ? | -7% | 0% | -12% | -9% | -9% | -16%
18: COc1ccccc1C(=O)N/N=C/c1ccc(Cl)s1
    -1% | ? | 7% | -2% | ? | 11% | i | 0%
19: CC(=O)c1c(C)[nH]c(C(=O)CSc2nnc(-c3cccs3)n2Cc2ccccc2)c1C
    -25% | 13µM* | 170%[activator] | -1% | -2% | -2% | -2% | 7%
20: COc1ccc(C)cc1N(C(=O)c1ccccc1)c1nc2ccccc2s1
    ? | 2% | 8% | -3% | -13% | -15% | -7% | -4%
21: COc1ccc(-n2cc(-c3ccc(Cl)cc3)[nH]c2=S)cc1
    nt | -2% | 6% | -2% | nt | -27% | -9% | 0%
22: Cc1ccc(-c2nc(SCC(=O)Nc3cc(S(=O)(=O)N4CCCCC4)ccc3Cl)n[nH]2)cc1
    ? | 2% | 13% | -2% | 5%[1.84 µM] | 3% | 1% | 4%
23: C=CCC(O)(CCN1CCCCC1)c1ccccc1 (configuration not stated)
    11% | -4% | -2% | -5% | 1% | 1% | i | 7%
24: Cc1cccc(C)c1NC(=O)C(NC=O)c1ccc(Cl)cc1 (configuration not stated)
    -12% | 2% | 6% | -1% | -25% | 7% | -1% | 1%
25: COC(=O)c1ccc(/C=N/NC(=O)CC(=O)NC2CCCCC2)cc1
    nt | 6% | 1% | -6% | -13% | 6% | 4% | 0%
26: O=C(N/N=C/c1ccc(Cl)c([N+](=O)[O-])c1)C1CC1
    -3%[46 µM] | 4% | -53% | -1% | 13% | 6% | -2% | -10%
27: CN1CCC2(CC1)NC(=O)NC2=O
    3% | 4% | 10% | -3% | -12% | 4% | 9% | -12%
28: Cc1ccc(NC(=O)C(=O)NCc2ccco2)c(C)c1
    16%[46 µM] | -18% | 10% | -1%[53 µM] | nt | 2% | 5% | 5%[53 µM]
29: O=C(O)c1ccc(COc2ccc(Cl)cc2)o1
    3% | 3% | -1% | 0% | 11µM* | 7% | i | -8%
30: COc1ccc(C(=O)NCC(O)COc2ccc(C(C)(C)C)cc2)cc1[N+](=O)[O-] (configuration not stated)
    ? | -14% | 3% | 1% | -7% | 2% | -20% | -1%
31: O=S(=O)(c1ccc(F)cc1)N1CCN(c2ccccc2)CC1
    -9% | ? | -7% | 2% | -18% | -2% | -6% | 9%
32: O=C(COn1nnc2ccc(C(F)(F)F)cc21)Nc1nnc(-c2ccccc2)o1
    ? | 10% | -15% | 0% | 1% | ? | 2% | -2%
33: CC1CCC2C(=O)N(c3ccccc3OC(=O)c3ccccc3)C(=O)C2C1 (configuration not stated)
    -7% | 14% | -1% | -2% | 4% | 3% | -3% | 0%
34: O=C1CCC(=O)N1OCCCOc1ccccc1
    -7% | -2% | 8% | 1% | -8% | 1% | -12% | 8%
35: Cc1occc1C(=O)Nc1cc(C(F)(F)F)ccc1Cl
    15% | -5% | 10% | -1% | 25µM* | -5% | 0% | -5%
36: N=c1ccn2c(n1)O[C@H]1[C@H](O)[C@@H](CO)O[C@H]12
    ? | 16% | 6% | 0% | nt | nt | i | 0%
37: O=C(NNC(=O)c1n[nH]c(=O)c2ccccc12)c1ccc(Br)cc1
    nt | nt | -3% | -5% | nt | -12% | i | 0%
38: Cc1cnc(C(=O)Nc2nc(-c3ccccc3)cs2)cn1
    4% | 7% | 12% | 0% | -8% | -5% | -14% | 1%
39: O=C(NCc1ccccc1F)c1ccc(S(=O)(=O)Nc2cccc(C(F)(F)F)c2)cc1
    ? | 0% | 10% | 0% | -28% | 0% | -1% | -11%
40: CC1CN(c2oc(-c3cccs3)nc2C#N)CC(C)O1 (configuration not stated)
    -6% | ? | -11% | -6% | -8% | ? | i | 1%
41: COc1cccc(C2=NOC(C(=O)Nc3cccnc3)C2)c1 (configuration not stated)
    24% | 7% | -12% | 0% | -18% | -2% | i | -17%
42: CCCn1c(C)cc(/C=C(\C#N)C(=O)OCC(=O)Nc2cccc(OC)c2)c1C
    -13% | 208%[activator] | 15% | 1% | -12% | nt | 4% | -3%
43: CCn1c(=O)c(C(=O)CN(C)Cc2cccc(OC)c2OC)c(N)n(Cc2ccccc2)c1=O
    7% | ? | 10% | -4% | -3% | ? | i | -3%
44: N#C/C(=N\O)c1nc(-c2ccccc2)cs1
    ? | 0% | 1%&9% | -5%&-6% | -9%&-2% | 4%&0% | -5%&-9% | 2%&4%
45: Cc1ccccc1-n1ccnc1SCC(=O)O
    -4% | 4% | 0% | 3% | 1% | -1% | -2% | 4%
46: CCn1cc(C(=O)OC)c(=O)c2ccc(C)nc21
    19%[46 µM] | 0% | -2% | -4% | -11% | 0% | 3% | -1%
47: Cc1cccc(NC(=O)c2ccc(-c3ccccc3[N+](=O)[O-])o2)c1
    nt | 2.2µM* | 12% | -1%[53 µM] | nt | -16% | i | 8%[53 µM]
48: O/N=C1/CC/C(=N\O)c2nn(-c3ccccc3)nc21
    -7% | -14% | -6% | 0% | ? | -3% | -3% | 3%
49: CCOc1cc(C)c(S(=O)(=O)Nc2ccc(Cl)cn2)cc1C
    -3% | 4% | 5% | -6% | -5% | ? | -8% | -9%
50: CN1CCc2c(C#N)c(N3CCCCC3)nc(NCc3ccccc3)c2C1
    -4% | ? | nt | 2% | nt | ? | -2% | 1%
51: COc1ccc(N2C(=O)CC(N3CCN(S(=O)(=O)c4c(F)cccc4F)CC3)C2=O)cc1OC (configuration not stated)
    12% | 14µM* | -6% | -1% | -6% | -1% | i | -3%
52: Cn1cc(/C=C(\C#N)C(=O)Nc2ncc(Cc3cccc(Cl)c3)s2)c2ccccc21
    -6% | 9% | 163%[activator] | -2% | -3% | 0% | 34%[activator] | 1%
53: Cc1ccc(C(=O)NCCSc2ccc(Cl)cc2)cc1S(=O)(=O)Nc1ccccc1
    4% | -3% | -2% | nt | -29% | -1% | -21% | nt
54: CC1CC(=O)N(c2ccc(NCCc3ccc(O)cc3)c([N+](=O)[O-])c2)C1=O (configuration not stated)
    nt | ? | 5% | -2% | nt | 8% | -7% | -9%
55: O=S(=O)(c1ccccc1)N1CCC2(CC1)CN(c1ccccc1)C2
    nt | 14µM* | 7% | nt | -35%[inhibitor] | nt | i | nt
56: COc1ccc(C(=O)/C=C\c2ccc(NC(=O)c3cccs3)cc2)cc1
    ? | ? | 6% | -8% | -29% | ? | -9% | 10%
57: O=C(NCCN1C(=O)S/C(=C\c2cccs2)C1=O)[C@H](Cc1ccccc1)N1C(=O)c2ccccc2C1=O
    -1% | -1% | -11% | 0% | -13% | 11% | i | 3%
58: Cc1ccc(CN2CCN(Cc3c(C)nn(-c4ccc(F)cc4)c3C)CC2CCO)o1 (configuration not stated)
    ? | -7% | 14% | -2% | nt | 9% | i | 6%
